cardiac RTF act: cardiac RTF calcium sensitivity activators, primary screen, biochemical, IANBD-TnC fluorescence, EC20 calcium; Troponin I, cardiac muscle (Homo sapiens) + Troponin T, cardiac muscle (Homo sapiens) + …; IANBD-labeled TnC RTF fluorescence at EC20 calcium; 0% EC20 calcium, 100% full calcium; activation, % at 7.2 µM; 340,000 tested, 0.24% active; AID 493008, 2010;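 active = activation above the mean over all tested compounds plus 3 SD, cut at about 30% in these data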;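 note: rise in fluorescence read as greater calcium sensitivity of cardiac thin filaments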
dFosB activator: activators of delta FosB homodimer, primary screen, biochemical, fluorescence polarization, TAMRA-CDK5 oligo, single point | activation, % at 25 µM | 340,000 tested, 0.99% active | Protein FosB (Mus musculus), P13346 | purified delta FosB; percent of positive-control signal above neutral wells;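 active = mean activation above about 17%, with every replicate also reaching it, limit read from the data, passing the limit was not always enough; inconclusive = only one of the two conditions met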;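 note: fluorescence polarization rise as delta FosB binds a TAMRA Cdk5 AP-1 oligo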
Target sequence (P13346 whole entry, looked up): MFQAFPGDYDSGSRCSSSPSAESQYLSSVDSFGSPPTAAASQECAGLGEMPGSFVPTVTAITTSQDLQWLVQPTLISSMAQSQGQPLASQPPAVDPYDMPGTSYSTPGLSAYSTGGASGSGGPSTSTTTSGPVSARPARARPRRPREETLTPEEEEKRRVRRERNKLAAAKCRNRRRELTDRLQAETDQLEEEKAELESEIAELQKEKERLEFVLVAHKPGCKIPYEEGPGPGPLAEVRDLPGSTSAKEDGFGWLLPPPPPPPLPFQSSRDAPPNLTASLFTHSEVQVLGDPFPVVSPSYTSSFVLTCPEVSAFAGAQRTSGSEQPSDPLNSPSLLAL
SR-BI DiI-HDL act: activators of SR-BI mediated DiI-HDL uptake, primary screen, ldlA[mSR-BI] CHO cells, DiI fluorescence; 3 h; 100 = double the neutral-control signal; activation, % at 12.5 µM; 320,000 tested, 0.096% active;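 active = mean replicate activation of at least 60% and every replicate at or above 60%; inconclusive = mean or all-replicate condition met, but not both; inactive = mean below 60% and not all replicates reaching 60%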;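 note: 0% = median plate neutral-control signal and 100% = twice that signal; values of inactives mirror those of a sister screen read the other way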
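System: LDL receptor-deficient CHO ldlA cells overexpressing murine SR-BI | Timing: 3 h uptake period with compound, 37 °C | Medium: HEPES-buffered (25 mM, pH 7.4) F12 plus 0.5% BSA | Dosing: Single-point compound dose | Signal: Bottom-read fluorescence, 550/595 nm | Read-out: Retained DiI signal reflecting DiI-HDL uptake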
Rtt109 Vps75: inhibitors of C. albicans Rtt109/Vps75 HAT, primary screen, biochemical, ThioGlo CoA-SH fluorescence, plate reader | Histone acetyltransferase RTT109 (Candida albicans (strain SC5314 / ATCC MYA-2876)), … | purified Rtt109/Vps75, 4 h | inhibition, % at 34.9 µM | 330,000 tested, 0.16% active;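 active = inhibition of at least 50% in every replicate; inconclusive = best replicate reaches 50% inhibition but some replicates fall short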
PvdQ acylase: P. aeruginosa PvdQ acylase inhibitors, primary screen, biochemical, fluorescence, plate reader and imaging, single point. 340,000 tested, 0.063% active. purified PvdQ acylase. AID 488965, 2010. PvdQ acylase [Pseudomonas aeruginosa LESB58]. inhibition, % at 10 µM; in the data active = inhibition above about 30%, passing the limit was not always enough; inconclusive = no clear call, values can overlap the other calls;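 note: 0% = vehicle neutral wells and 100% = reference inhibitor wells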
CDK5 inh: inhibitors of human CDK5/p35 kinase, primary screen, biochemical, single concentration; AID 488839, 2010; Recombinant CDK5/p35, ADP-Glo luminescence, 60 min; inhibition, % at 10 µM; 330,000 tested, 0.01% active; Cyclin-dependent kinase 5 (Homo sapiens) + Cyclin-dependent kinase 5 activator 1 (Homo …;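 active = highest replicate inhibition of at least 50% and at least 75% of replicates reaching 50%; inconclusive = only one of the two criteria met; inactive = both criteria failed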;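 note: plate controls were DMSO neutral control for no effect and GW8510 at 10 µM for full effect; many of its hits are not listed in these tables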
Target sequence (Q00535 whole entry, looked up): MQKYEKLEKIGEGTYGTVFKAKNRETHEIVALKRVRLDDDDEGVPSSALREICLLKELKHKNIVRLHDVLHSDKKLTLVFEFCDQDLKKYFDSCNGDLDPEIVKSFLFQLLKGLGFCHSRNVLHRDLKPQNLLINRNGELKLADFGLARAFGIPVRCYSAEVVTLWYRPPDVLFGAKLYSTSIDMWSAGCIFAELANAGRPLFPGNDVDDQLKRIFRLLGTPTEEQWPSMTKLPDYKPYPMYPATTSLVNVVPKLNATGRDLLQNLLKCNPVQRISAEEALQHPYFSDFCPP
Target sequence (Q15078 whole entry, looked up): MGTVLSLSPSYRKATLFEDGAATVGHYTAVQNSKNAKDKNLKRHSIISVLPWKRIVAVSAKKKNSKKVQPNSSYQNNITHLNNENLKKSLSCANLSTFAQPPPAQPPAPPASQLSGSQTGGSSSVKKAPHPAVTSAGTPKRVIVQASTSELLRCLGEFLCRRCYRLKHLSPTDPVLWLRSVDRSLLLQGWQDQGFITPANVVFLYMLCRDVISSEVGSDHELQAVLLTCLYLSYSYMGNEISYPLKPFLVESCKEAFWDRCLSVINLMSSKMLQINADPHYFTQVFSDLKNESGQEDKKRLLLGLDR
MITF act: activators of MITF-driven TRPM1 promoter reporter, primary screen, cell-based, SK-MEL-5, luciferase, single point; SK-MEL-5 TRPM1-promoter luciferase, 24 h; % of positive control, neutral wells = 0; activation, % at 12.5 µM; 300,000 tested, 0.75% active;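 active = mean activation of at least 80% with every replicate also reaching 80%; inconclusive = mean reaches 80% but some replicate falls short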;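 note: 0% = neutral control wells and 100% = parthenolide positive control wells; values of inactives mirror those of a sister screen read the other way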
Wnt bcat act: Wnt/beta-catenin pathway activators, primary screen, cell-based, plate reader, single point. AID 743398, 2014. Wnt/beta-catenin reporter cell assay, activator. activation, % at 9.35 µM. 300,000 tested, 1.2% active; in the data active = activation above about 30%, passing the limit was not always enough; inconclusive = no clear call, values can overlap the other calls;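 note: 0% = neutral control wells and 100% = positive control wells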
SR-BI HDL uptake: inhibitors of SR-BI mediated HDL lipid uptake, primary screen, ldlA[mSR-BI] cells, fluorescence, single point | Scavenger receptor class B member 1 (Mus musculus), Q61009 | inhibition, % at 12.5 µM | AID 488896, 2010 | 320,000 tested, 0.96% active | ldlA[mSR-BI] CHO cells, DiI-HDL uptake fluorescence, 3 h;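 active = mean replicate inhibition of at least 70% and a set share of replicates each scoring 70 or more; inconclusive = meets just one of the two criteria; inactive = fails both criteria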;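 note: 0% = median of neutral control wells and 100% = median of positive control wells; values of inactives mirror those of a sister screen read the other way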
HTR5A ag ctr: HTR5A agonists in luminescence cell assay, primary screen, counter-screen for OPRM1-OPRD1 heterodimer agonist project, full-deck HTS; cell-based; 5-hydroxytryptamine receptor 5A (Homo sapiens), P47898; 340,000 tested, 0.61% active; activation, % at 9.3 µM; in the data active = activation mostly above about 9.5%, no sharp cut-off; inactive = mostly below about 7.6%;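 note: 0% = cells with vehicle only and 100% = reference agonist; strong numbers were not always called active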
Starred values were filed as active, the others as inactive; ? = inconclusive; . = no result given.

SMILES	cardiac RTF act	dFosB activator	SR-BI DiI-HDL act	Rtt109 Vps75	PvdQ acylase	CDK5 inh	MITF act	Wnt bcat act	SR-BI HDL uptake	HTR5A ag ctr
C[C@@H](NCCCn1cnc2c(OCc3ccccc3)ncnc21)c1cccc2ccccc12	-4	-18	-4	-13	-2	0.1	-68	1	4	-4
CC(NC(=O)CN1C(=O)NC2(CCCC2)C1=O)c1ccc2ccccc2c1 (stereo not given)	3	0	-8	-1	-5	-0.4	.	-4	8	-5
O=C(Nc1cccc(Cl)c1N1CCCC1)c1ccc(Br)o1	-3	2	-27	10	-17	-0.6	4	4	27	4
COc1ccc(N2CCN(S(=O)(=O)c3ccc(C(=O)NC4CCCC4)cc3)CC2)cc1	1	-15	17	.	12	7.3	6	-2	-17	5
O=C1NCCN/C1=C\C(=O)c1ccccc1	-1	6	-5	-3	-3	-0.9	13	0	5	2
C[C@H](CO)N1C[C@H](C)[C@@H](CN(C)S(=O)(=O)c2ccccc2)Oc2ccc(NC(=O)Cc3ccccc3)cc2C1=O	-2	0	-4	-7	-1	-1.0	-5	-1	4	-2
Cc1cc(=O)oc2c(C)c(OCC(=O)N3CCN(c4ccccc4)CC3)ccc12	1	-7	-17	0	-10	0.2	9	-2	17	-1
NC(=O)Nn1c(CCC(=O)O)ccc1-c1ccc(F)cc1	5	2	59	6	-8	-0.3	.	5	-59	0
CS(=O)(=O)Nc1cccc(C2=NN(S(=O)(=O)c3ccccc3)C(c3cccs3)C2)c1 (stereo not given)	-1	0	3	-3	-8	2.7	-6	-1	-3	9
Cc1cc(NC(=O)c2cccs2)ncc1NC(=O)c1cccc(F)c1	0	-6	-53	-18	-11	2.1	27	.	53	-1
O=C1CCCCN1CCC(=O)N1CCCC(Nc2ccc(F)c(F)c2)C1 (stereo not given)	4	2	11	-22	-13	-0.9	11	0	-11	0
COc1ccccc1CC(O)CC1c2c(cc3c(c2OC)OCO3)CCN1C (stereo not given)	0	-3	2	-1	2	0.0	1	-1	-2	-3
Cn1c(=O)[nH]c(=O)c2c1nc(CN1CCOCC1)n2CCCc1ccccc1	-1	-3	17	-5	-12	0.2	3	-3	-17	-5
CC1CCCC(NC(=O)COC(=O)CCc2ccccc2)C1C (stereo not given)	2	-11	28	2	-11	-0.6	-6	-1	-28	-5
O=C(CNC(=O)N1CC(=O)Nc2ccccc21)Nc1cc(Cl)ccc1Cl	-2	-3	-2	-8	-3	-10	-10	-1	2	3
Cc1cc(C(=O)Nc2sc3c(c2C#N)CCCC3)no1	-1	-2	9	-3	-15	1.4	48	-1	-9	-2
O=C(Nc1cccc(C(F)(F)F)c1)c1cc(Br)cc2c1OCC2	-4	-2	8	0	-10	0.1	.	10	-8	2
CC(=O)c1ccc(NC(=O)C2=CC(c3cccs3)=NS(=O)(=O)N2C)cc1	0	-1	5	3	-9	-1.4	0	1	-5	-3
Nc1cccc(-c2cn3cc(C(F)(F)F)cc(Cl)c3n2)c1	-1	-5	6	-1	-12	-0.6	.	.	-6	2
Cc1ccc(C)c(NC(=O)CSc2nnc(CNC(=O)c3cccs3)o2)c1	2	5	16	1	-13	0.6	-6	-3	-16	0
CC(=O)NS(=O)(=O)c1ccc(NC(=S)NC(=O)c2ccco2)cc1	-4	9	28	2	-6	-0.4	-4	-2	-28	-5
CCOc1ccc(C(C)NC(=S)NCc2ccc(F)cc2)cc1 (stereo not given)	6	3	-11	10	-18	1.1	-18	3	11	-1
CCOC(=O)c1nn(-c2ccc(F)cc2)c(=O)cc1OCC(=O)Nc1cccc(C)c1	-2	-8	-23	2	3	-0.4	3	-2	23	0
COc1ccccc1NC(=O)c1ccccc1S(=O)(=O)c1ccccc1[N+](=O)[O-]	4	-7	-7	.	3	-1.5	-8	-1	7	-2
Cc1cc(C)c(NC(=O)c2ccc(S(=O)(=O)N(C)C)cc2)c(C)n1	11	-1	-21	.	-22	-1.1	-2	-2	21	-1
CC1CCc2c(sc(NC(=O)CN3CCN(C(=O)c4ccco4)CC3)c2C#N)C1 (stereo not given)	-2	-24	-47	-7	-14	-0.4	8	.	47	2
CCC(C)NC(=O)COc1ccc(Br)c(C)c1 (stereo not given)	6	-3	-19	12	-12	-1.2	27	-2	19	5
CCN1C(=O)/C(=C\c2ccco2)C(C(=O)OC)=C1C	-3	0	.	-7	-11	-1.7	.	.	.	1
CC1=NN(c2ccc(C)c(C)c2)C(=O)/C1=C\C=C\c1ccc([N+](=O)[O-])o1	4	-8	-11	5	9	1.4	-83	-17	11	16*
COc1cccc(Oc2coc3cc(OC(=O)N4CCOCC4)ccc3c2=O)c1	-6	-17	0	.	-9	-2.0	5	1	0	0
CCn1c(-c2cccnc2Cl)nc2cc(Cl)c(Cl)cc21	-3	-5	-8	-12	-8	-2.4	-3	.	8	1
Cc1ccc(C(=O)CN2C(=O)NC3(CCCCCC3)C2=O)c(C)c1	-2	-7	9	-9	-11	4.7	115*	24	-9	1
O=C(Nc1cccc2ccccc12)OCc1cncs1	-2	3	26	1	-8	0.1	3	1	-26	2
NC(CO)C(O)c1ccc([N+](=O)[O-])cc1 (stereo not given)	7	0	8	15	9	0.7	.	-1	-8	-3
Cc1onc(-c2ccccc2)c1CNS(=O)(=O)c1ccccc1	-4	0	-12	-9	-13	0.2	4	-1	12	1
O=C(CCN1C(=O)C2C3C=CC(C3)C2C1=O)Nc1ccccc1 (stereo not given)	3	-8	21	.	1	0.4	16	.	-21	-3
Cc1ccc(/C=C/c2nnc(-c3ccc(C)cc3)o2)cc1	8	4	-41	-7	-7	-1.5	8	.	41	-18
COc1ccccc1CN1C(=O)c2ccncc2C1=O	-6	-5	20	-5	-13	-0.8	-3	-1	-20	6
Cc1c(C(=O)NCCC2=CCCCC2)oc2ccc(S(=O)(=O)N3CCC4(CC3)OCCO4)cc12	4	-8	-40	27	4	-2.0	.	.	40	5
Cc1nn(Cc2c(F)c(F)c(F)c(F)c2F)c(C)c1NC(=O)c1nn(C)cc1[N+](=O)[O-]	-2	-10	29	8	2	-0.3	3	.	-29	3
COc1ccc(/C=N/Nc2nnc(Cc3ccc(OC)c(OC)c3)c(=O)[nH]2)cc1	3	-5	9	1	-7	-0.9	4	.	-9	2
Cc1cccc(NC(=O)COc2ccc(Br)cc2/C=N/O)c1	-8	1	34	2	20	1.4	122*	15	-34	1
Cn1ncc2c(N3CCN(c4ccc(Cl)c(Cl)c4)CC3)ncnc21	-6	-4	-46	4	-4	0.4	13	-2	46	5
CCOCCCn1cnc2c(c1=O)c1nc3ccccc3nc1n2-c1ccccc1	-1	-2	-17	-6	-1	6.1	13	-2	17	2
O=C(O)c1cc(-c2ccccc2)n(-c2ccccc2C(=O)O)n1	-7	-3	18	1	1	0.1	.	-5	-18	-2
CCC(C)c1ccc(O)c(NC(=O)c2cncc(Br)c2)c1 (stereo not given)	-16	-8	22	.	6	1.4	1	4	-22	1
CCn1c(N)c(C(=O)NC2CCCCC2)sc1=S	-8	-2	-20	15	13	-3.3	13	.	20	2
O=C(/C=C/c1ccco1)OCc1nnc(-c2ccc(Cl)cc2)o1	-3	-6	8	12	-6	-0.6	-5	6	-8	6
O=C(Nc1ccc(CN2CCOCC2)cc1)c1cc(Cl)ccc1Cl	5	0	-16	11	-14	0.2	.	1	16	-4
Cc1ccc(C2=NN(C(=S)Nc3ccccc3)C(c3ccco3)C2)cc1 (stereo not given)	-6	-7	-44	-2	-8	-1.2	71	.	44	-2
CC(=O)c1cnc(Nc2cccc(Cl)c2Cl)s1	5	-6	-10	-5	-12	2.9	58	8	10	-4
O=c1[nH]c(COc2ccc(Br)cc2Cl)nc2ccccc12	-6	-6	-4	3	-1	-0.6	?	44*	4	1
Cc1ccc(S(=O)(=O)N(CC(=O)NCc2ccco2)c2ccccc2C)cc1	-2	-11	.	9	-5	-1.2	.	2	.	3
CC(C)NC(=O)C1CCN(Cc2cccc(Oc3ccccc3)c2)CC1	-5	1	0	2	-8	-0.8	-5	-1	0	-1
CCn1c(SCC(=O)NCc2ccccc2)nnc1-c1c[nH]c2ccccc12	-1	-8	-9	10	12	1.1	-2	.	9	1

Four of the compounds above, with two lines to a compound.
Sequence of screens – cardiac RTF act, dFosB activator, SR-BI DiI-HDL act, Rtt109 Vps75, PvdQ acylase, CDK5 inh, MITF act, Wnt bcat act, SR-BI HDL uptake, HTR5A ag ctr
CC(=O)c1cnc(Nc2cccc(Cl)c2Cl)s1
→ 5, -6, -10, -5, -12, 2.9, 58, 8, 10, -4
CCn1c(SCC(=O)NCc2ccccc2)nnc1-c1c[nH]c2ccccc12
→ -1, -8, -9, 10, 12, 1.1, -2, ., 9, 1
O=C(/C=C/c1ccco1)OCc1nnc(-c2ccc(Cl)cc2)o1
→ -3, -6, 8, 12, -6, -0.6, -5, 6, -8, 6
CCn1c(N)c(C(=O)NC2CCCCC2)sc1=S
→ -8, -2, -20, 15, 13, -3.3, 13, ., 20, 2

4 of the entries above in order of the dFosB activator value, ascending.
molecule	dFosB activator
Cc1ccc(C2=NN(C(=S)Nc3ccccc3)C(c3ccco3)C2)cc1 (stereo not given)	-7
O=c1[nH]c(COc2ccc(Br)cc2Cl)nc2ccccc12	-6
CCn1c(N)c(C(=O)NC2CCCCC2)sc1=S	-2
CC(C)NC(=O)C1CCN(Cc2cccc(Oc3ccccc3)c2)CC1	1

Screening results as filed in PubChem.
